Assay outcomes from PubChem BioAssay.
12-hLO inh = qHTS Assay for Inhibitors of 12-hLO (12-human lipoxygenase); AID 1452, 2008; Polyunsaturated fatty acid lipoxygenase ALOX12 (Homo sapiens), P18054; purified 12-hLO, xylenol orange hydroperoxide absorbance; 150,000 tested, 0.12% active; Potency, µM (doses to about 57.1 µM), inactives show at the top dose activity change, negative = inhibition, usual class: inhibitors; further: potency means the concentration at half of the fitted maximal effect; nearly all actives have a fitted effect of over 55% in size; many of its hits are not listed in these tables
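Hydroperoxide output read as Fe(III)-xylenol orange absorbance, 573-to-405 nm ratio, after 30 min reaction with 40 uM arachidonic acid. Enzyme: 150 nM purified human 12hLO, 15 min compound preincubation; 25 mM Hepes pH 7.0, room temperature.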
IMPase cell inh = qHTS Assay for Identifying the Cell-Membrane Permeable IMPase Inhibitors | Inositol monophosphatase 1 (Rattus norvegicus), P97697 | CHO-M1 cells, IP1 accumulation, HTRF TR-FRET ratio | inhibition (IP1 accumulation), % at 46.1 µM | 120,000 tested, under 10 active; active means well fitted curve in the direction sought with a large enough effect in the signal ratio, not every such curve was filed as active; inconclusive means small, poorly fitted or top-dose-only effect, or a change in a side signal; inactive means no such curve, though single readings can be large or run the other way; the % refers to the signal ratio;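 further: cells stimulated with carbachol in lithium chloride buffer; plate controls were DMSO basal wells for no effect and reference inhibitor wells for full effect; higher means more IMPase inhibition seen as more IP1 and lower FRET ratio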
Target sequence (P97697 whole entry, looked up): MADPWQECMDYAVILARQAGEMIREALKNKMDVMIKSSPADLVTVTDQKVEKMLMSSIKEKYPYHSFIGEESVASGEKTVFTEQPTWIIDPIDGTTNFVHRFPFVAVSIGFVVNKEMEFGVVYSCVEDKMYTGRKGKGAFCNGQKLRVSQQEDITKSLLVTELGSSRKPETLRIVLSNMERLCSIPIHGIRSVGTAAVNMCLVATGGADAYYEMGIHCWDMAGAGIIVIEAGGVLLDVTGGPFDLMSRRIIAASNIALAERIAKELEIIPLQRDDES
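Carbachol-driven Gq signalling in CHO-M1 cells (2000/well) generates IP1. Compounds that block IMPase raise IP1 and so reduce the FRET signal from Eu-anti-IP1 and d2-IP1 after a 10 min room-temperature lysis.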
15-hLO-2 inh = qHTS Assay for Inhibitors of 15-hLO-2 (15-human lipoxygenase 2); purified 15hLO-2, xylenol orange hydroperoxide absorbance; Potency, µM (series often up to 57.1 µM), for inactives: at the top dose activity change, negative = inhibition, usual class: inhibitors; Polyunsaturated fatty acid lipoxygenase ALOX15B (Homo sapiens), O15296; 110,000 tested, 0.56% active; AID 881, 2007; further: potency means the concentration at half of the fitted maximal effect; nearly all actives have a fitted effect of over 60% in size; many of its hits are not listed in these tables
Target sequence (O15296 whole entry, looked up): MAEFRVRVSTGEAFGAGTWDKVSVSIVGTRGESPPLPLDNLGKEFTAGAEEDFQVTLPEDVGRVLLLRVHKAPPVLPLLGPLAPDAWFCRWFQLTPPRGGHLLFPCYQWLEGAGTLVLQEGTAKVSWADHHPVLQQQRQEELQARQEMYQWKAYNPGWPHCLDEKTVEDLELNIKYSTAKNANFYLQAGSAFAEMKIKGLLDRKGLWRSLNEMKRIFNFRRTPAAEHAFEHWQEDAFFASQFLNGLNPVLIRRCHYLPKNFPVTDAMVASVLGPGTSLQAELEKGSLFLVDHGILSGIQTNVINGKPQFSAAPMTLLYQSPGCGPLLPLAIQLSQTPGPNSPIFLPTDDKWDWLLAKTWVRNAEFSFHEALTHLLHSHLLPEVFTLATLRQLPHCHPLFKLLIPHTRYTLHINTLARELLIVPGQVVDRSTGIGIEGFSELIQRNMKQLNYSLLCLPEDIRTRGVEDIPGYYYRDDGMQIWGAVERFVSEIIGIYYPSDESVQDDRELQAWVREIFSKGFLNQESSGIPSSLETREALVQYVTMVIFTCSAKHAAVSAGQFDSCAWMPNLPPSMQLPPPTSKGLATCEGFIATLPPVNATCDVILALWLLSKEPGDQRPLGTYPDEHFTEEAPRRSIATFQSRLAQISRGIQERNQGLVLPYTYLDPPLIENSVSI
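Purified human 15hLO-2 (50 nM) preincubated 15 min with compound, then 45 uM arachidonic acid for 90 min at RT in 25 mM Hepes pH 7.5, 0.01% Triton X-100. Hydroperoxide detected by Fe-xylenol orange; 573/405 nm absorbance ratio.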
PNC inhibitor = High Content Assay for Compounds that inhibit the Assembly of the Perinucleolar Compartment. PC3M PTB-GFP, PNC prevalence imaging, 16 h; active compounds read low. activity change (PNC), negative = inhibition, % at 10 µM. 140,000 tested, 3.1% active. AID 2417, 2010;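 active means readout at or below -70, meaning at least 70% loss of cells showing the perinucleolar compartment, a nuclear body marking cancer cells; inconclusive means readout between -30 and a set limit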;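 further: plate controls were DMSO wells for no effect and camptothecin positive control wells for full effect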
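Compounds are pinned in duplicate onto adhered PC3M cells stably expressing GFP-tagged PTB and incubated 16 h at 37 C. Cells are then fixed, nuclei stained with Hoechst, and PNC-positive cells counted.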
Starred values were filed as active, the others as inactive; ? = inconclusive; nt = not tested or not shown; [ ] = another dose, or the depositor's remark. Unless noted, the call rests on the fitted dose curve; in most records, active means well fitted curve in the direction sought with a large enough effect; inconclusive means small, poorly fitted or top-dose-only effect, or another doubt; inactive means no such curve, though single readings can be large; an effect the other way counts as inactive or inconclusive. Unless noted, on the % scale 0 is the no-effect control and ±100 the full control effect. This is a subset; count on the stated rates, not on these rows.

12-hLO inh	IMPase cell inh	15-hLO-2 inh	PNC inhibitor	mol
3%	6	nt	-100*	CC(Oc1ccc(-c2ccccc2)c(F)c1)c1ccn(S(=O)(=O)c2ccc(F)cc2)n1 (stereo not given)
-18%	17	nt	-5	O=C(c1ccc(F)cc1)[C@@H]1[C@@H](C(=O)c2ccccc2)[C@@]2(C(=O)Nc3ccccc32)[C@H]2c3ccccc3C=CN12
0%	-4	nt	-100*	O=C(CSc1oc(-c2ccccc2)nc1S(=O)(=O)c1ccc(F)cc1)NCC1CCCO1 (stereo not given)
7%	2	1%	10	CN(c1ccc(C(=O)NCc2ccc3c(c2)OCO3)cc1)S(C)(=O)=O
-10%	5	-16%	-2	Cn1c(CN2CCOCC2)c(C#N)c2ccccc21
-5%	?	-9%	?	C(=N\n1cnnc1SCc1ccccc1)/c1ccco1
2%	-6	-1%	11	O=C(CN1CCOCC1)Nc1ccc(NC(=O)CN2CCOCC2)c(Cl)c1
7%	-10	nt	32	COc1cccc(C2=NOC(C(=O)N3CCN(C(=O)c4ccco4)CC3)C2)c1 (stereo not given)
-3%	0	-1%	26	Cc1ccc(NC(=O)COC(=O)C2=COCCO2)cc1
2%	-3	7%	17	C(=C\CSc1ncn[nH]1)/CSc1ncn[nH]1
1%	nt	18%	nt	Cc1ccc(/C(=C\CN2CCCC2)c2ccccn2)cc1
4%	10	0%	?	O=C(CSC1=NCCS1)N1CCc2ccccc21
1%	11	15%	46	CCS(=O)(=O)N1CCCC(C(=O)NCCN2CCC(Cc3ccccc3)CC2)C1 (stereo not given)
-1%	-5	-4%	26	CCOC(=O)CSc1nnc(-c2ccco2)n1-c1ccc(C)cc1
1%	-2	-1%	?	Nc1nnc(SCC(=O)NCc2ccc3c(c2)OCO3)s1
2%	1	nt	-80*	Cc1ccc(S(=O)(=O)N2CC=C(c3ccc(F)cc3)CC2)cc1
1%	10	-1%	43	CSc1nnc(-c2ccccc2Cl)n1N
-3%	nt	nt	54	Cc1ccc(/C=C/C(=O)NCc2ccccn2)o1
0%	-5	2%	?	COc1cc2[nH]c(=S)nc(NCC3CCCO3)c2cc1OC (stereo not given)
-15%	5	-30%	60	CCOC(=O)c1sc(NC(=O)CSc2n[nH]c(-c3ccc(Cl)cc3Cl)n2)c(C#N)c1C
2%	-3	6%	-14	O=C(CC1Nc2ccccc2NC1=O)NCc1cccnc1 (stereo not given)
-2%	1	4%	0	CN(/C=C/C(=O)C(F)(F)C(F)(F)F)Cc1ccccc1
2%	-15	-18%	?	Cc1ccc(Cn2cccc(-c3nc4ccccc4s3)c2=O)cc1
-9%	12	-23%	-9	CCOC(=O)c1cc2occc2n1Cc1c(F)cccc1Cl
-1%	-3	-3%	28	CCCCN(CC)C(=O)CSc1cc(=O)n(C)c2ccccc12

Gathered by group, those above with an aryl methoxy group (2)
12-hLO inh	IMPase cell inh	15-hLO-2 inh	PNC inhibitor	mol
7%	-10	nt	32	COc1cccc(C2=NOC(C(=O)N3CCN(C(=O)c4ccco4)CC3)C2)c1 (stereo not given)
0%	-5	2%	?	COc1cc2[nH]c(=S)nc(NCC3CCCO3)c2cc1OC (stereo not given)

Following part:
12-hLO inh	IMPase cell inh	15-hLO-2 inh	PNC inhibitor	mol
-2%	-20	-9%	-27	CC1(C)CC2(CC(C)(C(=O)CSc3nc4ccccc4s3)OC2=O)C(=O)O1 (stereo not given)
0%	0	-11%	0	Cc1ccc(/C=C/C(=O)Nc2cccc3ncccc23)o1
5%	0	-6%	22	COc1ccc(N(C)C(=O)CCS(=O)(=O)c2cccc3nonc23)c(OC)c1
-4%	4	-3%	24	COC(=O)c1ccc(OCC2c3cc(OC)c(OC)cc3CCN2C(=O)C2CC2)cc1 (stereo not given)
-6%	-5	18%	39	N#CC1=C2C=CC=CN2CC1=O
-1%	nt	nt	41	O=C(Nc1ccccc1Oc1ccccc1)c1ccccc1F
0%	7	nt	5	Cc1cccc2c1N(CC(=O)OC(C)C)C(=O)C2=O
-17%	11	-2%	24	COCCn1c(SCc2ccc(C(=O)OC)o2)nc2ccccc2c1=O
0%	-12	nt	-100*	CC(Cn1cnc2ccccc21)C(=O)O (stereo not given)
9%	2	-6%	8	Cc1ccccc1-n1nc2c(c1NC(=O)c1cc3ccccc3oc1=O)CS(=O)(=O)C2
-6%	6	3%	?	CCOc1ccccc1N1CCN(S(=O)(=O)c2ccc(F)c(F)c2)CC1
-2%	nt	nt	7	CCn1c(O)c(N=NC(=O)CNc2ccc(C)cc2)c2ccccc21
-1%	nt	nt	-25	O=C(COc1ccccc1Br)NC1CCCC1
0%	3	-7%	-13	CS(=O)(=O)N1CCN(c2nc3ccccc3s2)CC1
-3%	5	6%	?	Cc1ccc(C)c(C(=O)CSc2nnnn2C(C)C)c1
-13%	10	-1%	?	Cc1ccc(S(=O)(=O)NCC(C)NS(=O)(=O)c2ccc(C)cc2)cc1 (stereo not given)
-1%	0	-3%	?	Cc1ccc(N2C(=O)CC(n3nc(C)cc3C)C2=O)cc1 (stereo not given)
-11%	16	4%	28	CC(C)(C)n1nnnc1C(c1ccccn1)N(Cc1ccccc1)Cc1ccc(Cl)cc1 (stereo not given)
-3%	-1	?	74	O=C(COc1ccc(/C=N/NC(=O)c2cc3ccccc3o2)cc1Br)Nc1ccccc1
-2%	0	-2%	-1	CCOC(=O)Cc1c(C)nc2c(-c3ccc(OC)cc3)c(C)nn2c1C
-6%	15	nt	1	CCc1ccc(OCC(=O)N2c3ccccc3CCc3ccccc32)cc1
-2%	-3	-2%	-27	Cc1nn(C)c(C(=O)Nc2ccn(Cc3c(F)c(F)cc(F)c3F)n2)c1[N+](=O)[O-]
-22%	nt	nt	5	CCOc1ccc(NC(=S)Nc2cc(OC)c(Cl)cc2OC)cc1
-16%	17	9%	?	COc1cc(NS(=O)(=O)c2ccc(C)cc2C)cc(OC)c1OC
-2%	-8	-8%	21	COc1ccc(-n2c(O)c(/C=N/n3cnnc3)c3ccccc3c2=O)cc1

Reformatted: results already given.
SMILES | 12-hLO inh | IMPase cell inh | 15-hLO-2 inh | PNC inhibitor
COCCn1c(SCc2ccc(C(=O)OC)o2)nc2ccccc2c1=O | -17% | 11 | -2% | 24
CC(Cn1cnc2ccccc21)C(=O)O (stereo not given) | 0% | -12 | nt | -100*
Cc1ccccc1-n1nc2c(c1NC(=O)c1cc3ccccc3oc1=O)CS(=O)(=O)C2 | 9% | 2 | -6% | 8

(cont.)
12-hLO inh	IMPase cell inh	15-hLO-2 inh	PNC inhibitor	mol
4%	-4	2%	?	Cc1ccc(S(=O)(=O)NC(=O)NCc2ccccc2)cc1
8%	9	-1%	-16	O=C(Nc1ccccc1O)c1cc(S(=O)(=O)N2CCOCC2)ccc1Cl
2%	3	nt	29	O=C(NCN1CCN(c2ccccc2F)CC1)c1cccnc1
5%	-5	29%	-8	O=C(NC1=NCCS1)c1cc(-c2ccccc2)nn1-c1ccccc1
16%	-7	-9%	-8	Cc1ccc(CN2C(=O)CCC2C(=O)NC2CC2)cc1 (stereo not given)
-1%[11.4 µM]	nt	10%[11.4 µM]	nt	COc1ccc(C[C@H](O)CN2CCOCC2)cc1
-4%	7[1.84 µM]	-8%[11.4 µM]	6	O=C(NC1CCN(C(=S)NCc2ccco2)CC1)C1CCCCC1
1%	2	0%	18	CCN(C(=O)c1ccccc1Cl)c1ccccc1
?	-9	2%	31	CC1(C)CC(=O)C2=C(C1)Nc1cc3c(cc1C2c1ccc(F)cc1)OCO3 (stereo not given)
-1%	nt	nt	49	CC(C)(C)c1n[nH]c2c1CCCC2
-1%	10	-5%	12	COCCSc1ccccc1C(=O)N1CCCC1
-5%	2	nt	33	C=CCN1C(=O)CS/C1=N\S(=O)(=O)c1ccc(Cl)cc1
6%	-6	4%	32	Cc1c(Cl)cccc1NC(=O)CN1C(=O)CSc2ncccc21
5%	6	7%	?	CN(Cc1nc2ccccc2c(=O)[nH]1)Cc1cc(=O)oc2ccc3ccccc3c12
-4%	4	-3%	33	CCCCn1nnnc1SCC(=O)Nc1ccc2c(c1)OCCO2
7%	-4	42%[activator]	42	c1ccc(CNCCN2CCNCC2)nc1
-1%	11	nt	282	CCOC(=O)/C=C1\SCC(=O)N1Cc1ccc(Br)cc1
-7%	6	-8%	4	COc1ccc(NC(=O)c2cc([N+](=O)[O-])nn2Cc2ccccc2)c(C)c1
-2%	6	0%	47	COc1ccccc1-n1c(SCC(=O)N2CCOCC2)nc(O)c(Cc2ccccc2)c1=O
3%	9	-13%	5	CCN1C(=O)N(c2cccc3ccccc23)C(C)=CC1(C)C
-12%	1	68%[activator]	9	O=C(NCCCN1CCN(c2cccc(Cl)c2)CC1)C1CCC(=O)N1Cc1ccccc1Cl (stereo not given)
-2%	nt	nt	31	CCOc1ccc(Nc2nc(N)nc(CN(C)C3CCCCC3)n2)cc1
-2%	7	3%	34	COc1ccc(/C=N/NC(=O)c2ccn[nH]2)cc1COc1ccc(Cl)cc1
-4%	nt	-4%	nt	COC(=O)C1(CC(C)C)C=C2C(=C(C(C)C)C(=O)C2C)CN1 (stereo not given)
-12%	-6	14%	?	Cc1onc(-c2ccccc2)c1C(=O)Nc1nc(-c2ccc(F)c(F)c2)cs1
-2%	nt	nt	-1	CNC(=O)NC(=O)C(C)OC(=O)CCCSc1nc2ccccc2s1 (stereo not given)
1%	-13	-4%	-19	CSc1nc2ccccc2n1CC(=O)Nc1c(C)n(C)n(-c2ccccc2)c1=O
-5%	nt	nt	18	CCOC(=O)/C(C#N)=C/c1c(OCC)n(CC)c2ccccc12
-4%	nt	nt	3	COc1ccc2nc(Nc3nc(CSc4nc5ccccc5[nH]4)cc(=O)[nH]3)nc(C)c2c1
2%	-2	-7%	?	CCOc1ncccc1C(=O)OCc1ccc(C(=O)OC)o1
-3%	nt	nt	?	CC1(C)CC(N2CCCC2)=CC(=[N+]2CCCC2)C1
-2%	nt	nt	?	CC(C)(C)C1CCc2c(sc(NC(=O)C3CC=CCC3C(=O)O)c2C#N)C1 (stereo not given)
-3%	8	nt	312	Cc1ccc(-c2nnn(CCC(=O)NC(C)(C)C)n2)cc1
12%	?	nt	-18	Nn1c(SCC(=O)Nc2ccc(Oc3ccccc3)cc2)nnc1C1CC1
-15%	-2	1%	-1	NC(=O)c1cccc2c(=O)oc3ccccc3c12
-2%	7	0%	12	Cc1ccc(CNC(=O)Cn2ccc3ccccc3c2=O)o1
-4%	-1	-7%	28	Cc1nc2sc3c(c2c2nc(-c4ccco4)nn12)CCCC3
-4%	nt	15%	nt	COc1ccccc1CN1CC[C@@]2(CCCN(C(=O)c3cccn3C)C2)C1
4%	4	0%	-8	O=C(NC1CCCC1)C1CCCN(S(=O)(=O)c2ccc(-n3cnnn3)cc2)C1 (stereo not given)
6%	1	-2%	-8	CCCc1cc(=O)[nH]c(Nc2ccc(O)cc2)n1
-26%	12	?	43	CCOC(=O)C(C(C)=O)c1c(Br)c(O)c(O)c2c(C(=O)c3ccc(C)cc3)coc12 (stereo not given)
0%	9	8%	8	CCOC(=O)N1CCC(N2Cc3cccc(C(=O)N4CCN(C5CCCCC5)CC4)c3C2=O)CC1
-6%	nt	nt	?	Cc1ccccc1OCC(=O)NCCC1=CCCCC1
-5%	3	10%	22	Cc1n[nH]c(=S)n(/N=C/c2ccccn2)c1=O
-3%	5	11%	11	Cc1cc(NC(=O)c2cc(S(=O)(=O)N3CCCCC3)ccc2C)n(-c2ccccn2)n1
-5%	11	-2%	29	COc1ccc(CN(C#N)c2nc(SC)nc(N(C)C)n2)cc1
-9%	-7	-7%	5	CCOC(=O)C1C(c2ccc(O)c(OCC)c2)NC(=S)NC1(O)C(F)(F)F (stereo not given)
